From PubChem
AddAB inh: less growth of phage-infected E. coli with AddAB; E. coli expressing H. pylori AddAB, absorbance growth; inhibition, % at 11.9 µM; 330,000 tested, 0.29% active; in the data active means inhibition above about 12%;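 further: 0% = vehicle wells of infected cells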
Ecoli viability: counter-screen for AddAB inhibitors: E. coli growth inhibition; inhibition, % at 11.9 µM; 330,000 tested, 0.27% active; E. coli V3065 growth, OD600 absorbance, 18 h;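 active means inhibition above the campaign's mean inhibition across all tested compounds plus 3 SD, cut at about 9.9% in these data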;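 further: uninfected addAB+ strain grown without phage in ampicillin broth; 0% = DMSO wells and 100% = ciprofloxacin 0.95 µg/ml wells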
Mot1-301 SUMO: inhibitors of SUMOylation pathway: yeast Mot1-301 growth rescue; S. cerevisiae Mot1-301 growth rescue, ATP luminescence, 38.5C; percent above DMSO median, 100 means doubled; growth rescue, % at 18.8 µM; 320,000 tested, 1% active; AID 2716;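 active means every valid replicate shows activation above 250% relative to neutral control wells; inactive means the rest, any valid replicate at or below 250%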;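 further: OY570 slx delta 5 strain wells were the positive control but not used for scaling; some compounds called inactive have numbers as strong as hits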
Starred values were filed as active, the others as inactive. Some of the compounds tested, so the mix of outcomes need not match the whole.

SMILES	AddAB inh	Ecoli viability	Mot1-301 SUMO
COc1ccc(C(=O)NC(=O)COC(=O)c2ccc3ncsc3c2)cc1	4.4	-3.5	12.9
COc1cccc([C@@H]2Oc3ccc(OC)cc3C(=O)[C@H]2OC(=O)NCc2ccc3c(c2)OCO3)c1	5.8	2.8	-2.2
CC(=C\c1ccccc1)/C=C1/SC(=S)N(CCC(=O)Nc2ccccn2)C1=O	0.3	-1.4	-0.4
O=C(CCCCCNC(=O)c1ccccc1)N=Nc1c(O)[nH]c2c(Br)cc(Br)cc12	-0.3	-4.6	18.3
CCn1cc(NC(=O)CCl)c(C)n1	-1.5	1.4	-4.8
COC(=O)N/N=C(/c1ccccc1)C1CCCCC1	-0.1	2.4	-9.5
COC(=O)[C@@]1(Cc2ccc(OC)cc2)[C@H]2c3cc(C(=O)N4CCCC4)n(CCSCCO)c3C[C@H]2CN1C(=O)c1ccccc1	5.5	0.5	1.2
COC(=O)c1cc2c(=O)n3ccccc3nc2n(Cc2cccnc2)c1=N	2.7	-0.3	28.2
CCC(CC)C(=O)Nc1ccncc1	2.3	-0.3	169.5
COCC(C)OC(=O)c1c(N)n(-c2ccc(OC)c(OC)c2)c2nc3ccccc3nc12 (stereo unspecified)	2.2	-0.7	-26.6
C=CC1CN(C(=O)OCC(Cl)(Cl)Cl)C2CC3c4ccc(OC)cc4NC3C3CC1C2CO3 (stereo unspecified)	0.8	-1.0	-17.0
CCC(=O)Nc1ccc(C(=O)CN2CCC(C)CC2)cc1	-0.8	-1.7	9.7
O=C(CN1C(=O)CC(c2ccccc2)S(=O)(=O)c2ccccc21)N1CCOCC1 (stereo unspecified)	5.2	2.2	32.5
CNc1nc(SC)n(C)c(=O)c1N=O	0.2	-0.1	-14.2
O=C(NCCc1ccccc1)C(=O)NCC1CCNCC1	-0.9	0.8	-15.6
Cc1cccc2cc(CN(CC3CCCO3)C(=O)c3ccco3)c3nnnn3c12 (stereo unspecified)	3.0	-1.6	-0.4
CCN1C(=O)[C@H]2[C@H]3[C@H](O)[C@H](O)C/C(=N\OC[C@@H](C)[C@H](OCc4ccccc4)C(C)C)[C@@H]3CC[C@H]2C1=O	3.5	2.2	-10.3
COc1ccccc1/C=N/NC(=O)c1ccc(NC(=O)c2cccc([N+](=O)[O-])c2)cc1	3.2	1.8	14.5
COc1ccc2[nH]c(=O)c(CN(Cc3cccs3)C(=S)Nc3ccccc3)cc2c1	1.6	-1.5	-12.0
Nc1c2c(nc3ccc(Br)cc13)N(C1CCCCC1)CC2	2.5	-0.2	-20.9
O=C(CC1Nc2ccccc2NC1=O)c1ccccc1 (stereo unspecified)	-1.7	-1.0	-5.0
Nc1ccc(O)cc1	-2.5	-0.6	212.8
Cc1cccc(N2CCN(C(=O)c3ccc4c(c3)NC(=O)C(CSCc3ccc(F)cc3)N4)CC2C)c1 (stereo unspecified)	1.2	-0.9	-7.3
CC1(C)C[C@H](O)[C@@]23C[C@@H](OC2=O)[C@]2(C)C(=CCC4[C@@]5(C)CC[C@H](O)C(C)(C)C5CC[C@]42C)[C@@H]3C1 (stereo partly specified)	5.4	0.5	284.5
COc1ccc(C(=O)C2CCCN(Cc3c(C)[nH]c4ccccc34)C2)c(OC)c1 (stereo unspecified)	-1.5	-2.5	-21.5
CCOC(=O)c1cc(-c2ccc(Cl)cc2)nc2onc(C)c12	1.0	1.0	12.2
FC(F)(F)c1cccc(NC(=S)NNC(=S)Nc2cccc(C(F)(F)F)c2)c1	-3.1	0.2	240.3
CCOC(=O)C1=NN(C(=O)c2cccc(Br)c2)C(O)(C(C)(C)C)C1 (stereo unspecified)	-1.8	-6.7	56.0
CN(Cc1ccccc1)C(=O)CSc1nc2cc(C(=O)N3CCC(C(N)=O)CC3)ccc2c(=O)n1-c1ccccc1	-0.3	1.8	-7.9
CC(C)(C)OC(=O)NCCCC1=CC2=CC(=O)C(C)(OC(=O)C3CCCC3)C(=O)C2=CO1 (stereo unspecified)	1.4	0.7	-7.9
CCS(=O)(=O)n1nc(-c2ccc(Cl)cc2)nc1SCc1ccccc1	3.1	1.4	8.7
Cn1c(C(C#N)C2=C(Cl)C(=O)N(c3ccccc3)C2=O)nc2ccccc21 (stereo unspecified)	-0.3	1.4	-17.2
Cc1ccc(NC(=O)CN2C(=O)S/C(=C\c3ccc(-c4cccc(C(=O)O)c4C)o3)C2=O)cc1	0.5	-2.5	36.0
COc1ccc(/C=N/c2sc3c(c2C#N)CCN(Cc2ccccc2)C3)c(O)c1	0.1	1.6	10.7
O=C(COc1cccc2ccccc12)Nc1cc(S(=O)(=O)N2CCOCC2)ccc1N1CCOCC1	1.8	-1.9	-11.8
COc1ccc(C2=NNC(c3cc(Cl)cc4c3OCOC4)C2)c(O)c1 (stereo unspecified)	1.4	0.0	-5.6
C=CCNC(=O)c1cc2c(=O)n3cc(C)ccc3nc2nc1NCC1CCCO1 (stereo unspecified)	-0.2	-1.4	6.7
CCOC(=O)c1c(NC(=O)C2=C(C)NC(=S)NC2c2ccc(CC)cc2)sc(C)c1C (stereo unspecified)	-1.6	-0.3	-4.6
CC(O)(CC(=O)O)CC(=O)O	0.0	-0.8	237.0
Cc1cccc2cc(/C=N/NC(=O)CN3CCCCC3)c(Cl)nc12	1.2	-1.1	-10.9
O=C1CSC(=S)N1/N=C/c1cc(Br)ccc1O	2.8	-2.6	-17.2
Cn1cc(C(=O)NCc2cccnc2)c(=O)c2cc(S(=O)(=O)N3CCCCCC3)ccc21	-0.4	3.4	-24.0
CC1(OC(=O)C2CCCC2)C(=O)C=C2C=C(C3CC3)OC=C2C1=O (stereo unspecified)	2.7	2.3	-3.2
O=C(NCc1cccs1)c1cc(-c2ccncc2)nc2ccc(Br)cc12	0.1	-1.8	-5.9
Cc1cc(/C=N/Nc2nc(N)ncc2[N+](=O)[O-])c(C)n1-c1cccc(C(F)(F)F)c1	2.8	1.8	-25.4
COc1cc(C(=O)NS(=O)(=O)c2ccccc2C)ccc1Cc1cn(C)c2ccc(NC(=O)OC3CCCC3)cc12	-1.3	1.6	3.1
Cc1cc(C=O)c2c(c1)C=CC1(Oc3ccccc3C(=O)N1C)O2 (stereo unspecified)	2.1	2.3	-5.5
CC1(C)S[C@@H]2[C@H](NC(=O)COc3ccccc3)C(=O)N2C1C(=O)OCc1cc2ccccc2n1S(=O)(=O)c1ccccc1 (stereo partly specified)	-0.5	-1.3	-3.5
Cc1ccccc1Nc1nnc(SCC(=O)NC(=O)Nc2ccc3c(c2)OCCO3)s1	1.6	-2.3	14.0
O=C(O)c1ccc(Nc2nc(-c3cccnc3)nc3ccccc23)cc1	-0.2	-1.6	9.0
Next records:
SMILES	AddAB inh	Ecoli viability	Mot1-301 SUMO
C[C@H]1O[C@H](O[C@H]2[C@H](O)[C@@H](O)[C@@H](O[C@H]3[C@H](O)[C@@H](O)C(O)O[C@@H]3CO)O[C@@H]2CO)[C@H](O)[C@@H](O)[C@@H]1N[C@H]1C=C(CO)[C@@H](O)[C@H](O)[C@H]1O (stereo partly specified)	-4.8	-4.8	6.6
COc1ccc(C2C(C#N)=C(N)N3C(=C2C#N)Sc2ccccc23)cc1 (stereo unspecified)	0.7	-0.2	-10.3
O=C(O)/C=C/C(=O)Nc1ccc(Oc2ncnc3cc(Cl)ccc23)nc1	0.8	0.0	38.1
COc1ccc(C(=O)/C=C/Nc2ccc(S(=O)(=O)Nc3ncccn3)cc2)cc1	2.3	1.2	-2.3
O=C(NCc1cccnc1)C(=O)Nc1nccs1	3.2	1.8	8.3
COc1cc(/C=C2/C(=O)N(c3ccccc3)N=C2C)ccc1OS(=O)(=O)c1ccccc1	3.9	-0.4	-10.1
CCCC(C)NC(=O)c1ccc(-c2ccccc2)cc1 (stereo unspecified)	-3.5	-1.3	7.6
CCC(=S)/C=C1\Sc2ccc3ccccc3c2N1CCCS(=O)(=O)O	0.8	-3.1	273.4
c1ccc2c(-c3cn4ccccc4n3)c[nH]c2c1	0.9	-1.0	-3.4
Cc1ccc(S(=O)(=O)NN2C(=O)/C(=C/c3cccn3C)SC2=S)cc1	0.0	1.5	17.3
CC(=O)OC[C@]12CC[C@H]3[C@@](C)(CC[C@H]4C(C)(C)CCC[C@]34C)[C@@H]1C[C@H](C1=CC(=O)O[C@H]1OC(C)=O)O2	1.2	-0.1	910.1*
Cc1noc(C)c1S(=O)(=O)NCCCN1CCN(Cc2ccccc2)CC1	3.1	-1.9	50.3
CO[C@H]1O[C@@H]2O[C@@]3(C)CC[C@H]4[C@H](C)CC[C@@H]([C@H]1C)[C@@]24OO3	-1.1	-0.8	124.2
CN(C)CCc1c[nH]c2ccc(Cn3cncn3)cc12	-0.8	-0.3	14.1
Nc1nc2n(n1)C1(CCCCC1)C1=C(CCCC1)N2	-0.2	-2.3	-2.5
O=C(CSc1nnc(SCc2cccc3ccccc23)s1)N=Nc1c(O)[nH]c2ccccc12	-2.4	2.0	-6.6
CC(C)c1cc(C(C)C)c(S(=O)(=O)N2c3ccccc3[C@@]3(Br)C[C@H]4C(=O)N[C@@H](Cc5ccccc5)C(=O)N4[C@@H]23)c(C(C)C)c1	1.0	-1.3	20.2
CCn1cc(C(=O)O)c(=O)c2cnc(N3CCN(C(=S)NC(=O)c4ccccc4Cl)CC3)nc21	-0.8	0.3	27.7
c1ccc(Cc2ccc(OCCCNC3CCCC3)cc2)cc1	2.3	-1.8	1.9
NC(=O)N/N=C/c1cn(-c2ccccc2)nc1-c1cccnc1	0.9	1.7	-11.1

Three compounds already listed, arranged by their value in Mot1-301 SUMO, largest number first:
SMILES,Mot1-301 SUMO
CC(=O)OC[C@]12CC[C@H]3[C@@](C)(CC[C@H]4C(C)(C)CCC[C@]34C)[C@@H]1C[C@H](C1=CC(=O)O[C@H]1OC(C)=O)O2,910.1*
CC(C)c1cc(C(C)C)c(S(=O)(=O)N2c3ccccc3[C@@]3(Br)C[C@H]4C(=O)N[C@@H](Cc5ccccc5)C(=O)N4[C@@H]23)c(C(C)C)c1,20.2
O=C(CSc1nnc(SCc2cccc3ccccc23)s1)N=Nc1c(O)[nH]c2ccccc12,-6.6

Next section.
SMILES	AddAB inh	Ecoli viability	Mot1-301 SUMO
CC1(C)Oc2ccc(/C=C/C(=O)N3CCOCC3)c(O)c2C(N2CCOCC2)C1O (stereo unspecified)	2.7	0.3	13.1
CN1c2ccccc2C(C)(C)C12CC(c1ccc(Cl)c(S(=O)(=O)N3CCCC3)c1)=NO2 (stereo unspecified)	1.1	-0.3	-18.5
O=C(NCc1cc(C(F)(F)F)ccc1Cl)c1cccc2c1C(=O)c1ccc(-c3ccc(OC(F)(F)F)cc3)cc1S2(=O)=O	0.9	-2.5	-6.1
C#CCOCCOCCOCCNc1nc(N2CCN(C(=O)[C@H](CCC(=O)O)n3cc(C(N)CO)nn3)CC2)nc(N2CCN(C(=O)[C@H](Cc3ccc(O)cc3)n3cc(C(N)CC(C)C)nn3)CC2)n1 (stereo partly specified)	1.2	-2.1	19.9
Cc1cccc(N(CC(=O)NCCSc2nc3ccccc3s2)S(=O)(=O)c2ccccc2)c1	1.5	0.3	4.2
CS(=O)(=O)c1ccc(S(=O)CC(=O)Oc2ccc(Cl)cc2)c([N+](=O)[O-])c1 (stereo unspecified)	3.9	-0.2	-5.3
COC(=O)c1c(-c2ccc(OC)cc2)sc2ccccc12	-0.3	-0.4	4.9
COc1ccccc1/C=N/NC(=Nc1ccc(C)cc1)c1nc2ccccc2s1	1.0	0.6	-21.3
CC1(C)[C@@H](O)CC[C@]2(C)C3C(O)C=C4[C@H]5C[C@@](C)(C(=O)O)CC[C@]5(C)CC[C@]4(C)[C@]3(C)CC[C@@H]12 (stereo partly specified)	1.2	0.0	47.6
CC(C)=CCC/C(C)=C/CC(C)(C)CNCCN1CCNCC1	-0.2	-1.6	14.5
Cc1ccc(C(=O)COC(=O)c2cnccn2)cc1C	2.7	2.5	4.9
Cn1c(=O)c2[nH]c(N3CCN(c4ccccn4)CC3)nc2n(C)c1=O	-2.7	-2.7	6.5
Cc1ccc(OCc2nnc(NC(=O)OCC(C)C)s2)c(C)c1	0.8	-0.7	7.7
Cc1cc(C2=CC(C)(c3cc(C)oc3C)Nc3nc(C(F)(F)F)nn32)c(C)o1 (stereo unspecified)	-0.2	0.1	10.6
COc1ccc(Cl)cc1Nc1nc(-c2sc(NC(=O)c3ccccc3)nc2C)cs1	1.3	-1.2	-11.9
CCc1ccc(C(C(=O)NC2CCCCC2)N(C(=O)c2ccccn2)c2cccnc2)cc1 (stereo unspecified)	4.2	0.3	9.7
Fc1ccccc1/C=C1\CCCC2=C1Nc1ncnn1C2c1ccccc1F (stereo unspecified)	-1.2	-2.3	9.7
O=C(Cc1c[nH]c2ccccc12)Nc1cccc(S(=O)(=O)N2CCCCC2)c1	2.0	0.6	-13.4
Cc1ccccc1SCCNC(=O)CCc1ccccc1	0.5	0.5	-0.8
C#CCOCCOCCOCCNc1nc(N2CCN(C(=O)[C@H]([C@@H](C)CC)n3cc([C@@H](N)Cc4ccc(O)cc4)nn3)CC2)nc(N2CCN(C(=O)[C@H](CCCCN)n3cc([C@@H](N)CC(C)C)nn3)CC2)n1	-3.7	-1.3	-21.1

2 compounds picked at random from the list so far:
SMILES	AddAB inh	Ecoli viability	Mot1-301 SUMO
Fc1ccccc1/C=C1\CCCC2=C1Nc1ncnn1C2c1ccccc1F (stereo unspecified)	-1.2	-2.3	9.7
Cc1ccccc1SCCNC(=O)CCc1ccccc1	0.5	0.5	-0.8
